High-throughput results from PubChem BioAssay.
HSF1 inh = HSF1 inhibition | NIH3T3-HGL HSE-luciferase, MG132-induced, luminescence 8 h; active compounds read low | activity change, negative = inhibition, % at 7.5 µM (by protocol) | actives 0.77% (n = 300,000);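 active = more than half of replicate wells show activity change below -50%, luminescence cut by over half; inconclusive = some wells, but at most half, below -50%; inactive = no replicate well below -50%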;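 note: luciferase reports HSF-1 transcriptional activity via heat shock element; 0% = median of DMSO wells and -100% = zero luminescence signal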
AI-2 QS modul = modulates the Vibrio harveyi AI-2 quorum sensing system. actives 0.4% (n = 300,000). Vibrio harveyi JMH597 AI-2 luminescence/OD600 ratio, 9 h; active compounds read low; strain lacks LuxN and CqsS sensors; 0 = neutral-control median. activity change, % at 7.5 µM; in the data active = activity change below about -75%, passing the limit was not always enough; inconclusive = no clear call, values can overlap the other calls;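 note: luminescence divided by OD600 gain over 9 h not by final OD600 alone; inactives centre near 13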
Platelet DG rel = modulates dense granule release in human platelets. human platelet-rich plasma, SFLLRN dense granule ATP release, luminescence. inhibition, %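 (compounds screened at 7.5 µM in platelet-rich plasma)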. actives 0.22% (n = 300,000). AID 1663;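 active = mean replicate score, as percent of positive control, at or above 50; inconclusive = mean below 50 but at least one replicate at or above 50; inactive = mean and every replicate below 50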
PolyA inhibitor = blocks polyadenylation in yeast reporter cells; S. cerevisiae SKY197-pL101 polyadenylation reporter, beta-gal luminescence; efflux-impaired pdr1/pdr3 knockout yeast; score 100 = 6 SD above DMSO; actives 0.02% (n = 300,000); calls only at 12 µM;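 active = lowest replicate activity score at least 50, where 100 means six control SD above control mean; inconclusive = lowest score under 50 but half or more replicates reach 50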;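 note: yeast exposed to compound for 9 h at 30 °C; higher score means more reporter readthrough which indicates perturbed polyadenylation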
HSF-1 act = increases HSF-1 driven luciferase reporter signal. NIH3T3-HGL HSF-1 luciferase reporter, MG132, 8 h; 100% = twice DMSO control signal. activation, % at 9 µM. actives 1.7% (n = 300,000). AID 504408;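 active = mean replicate activation of at least 50% with a set share of replicates each reaching 50%; inconclusive = only one of those two conditions met; inactive = mean below 50% and too few replicates reaching it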;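 note: 0% = median of the neutral control wells and 100% = twice that signal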
HSP90 refold inh = HSP90 refolding inhibition in rabbit reticulocyte lysate; actives 0.91% (n = 290,000); inhibition, % at 5.6 µM; luciferase refolding luminescence, 3 h;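 active = inhibition above the screen-wide mean plus 3 SD, computed separately per campaign, cut at about 16% in these data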;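 note: 0% = DMSO wells and 100% = 60 µM geldanamycin wells; inhibitors lower the luminescence because luciferase stays unfolded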
GSK3A inh = human GSK-3 alpha kinase inhibition; ADP-Glo luminescence, 60 min; actives 0.1% (n = 320,000); inhibition, % at 10 µM; P49840;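 in the data active = inhibition above about 50%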;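 note: GST-tagged GSK-3 alpha with peptide substrate and 25 µM ATP; 0% = DMSO neutral wells and 100% = GW8510 positive control wells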
Target sequence (P49840 whole entry, looked up): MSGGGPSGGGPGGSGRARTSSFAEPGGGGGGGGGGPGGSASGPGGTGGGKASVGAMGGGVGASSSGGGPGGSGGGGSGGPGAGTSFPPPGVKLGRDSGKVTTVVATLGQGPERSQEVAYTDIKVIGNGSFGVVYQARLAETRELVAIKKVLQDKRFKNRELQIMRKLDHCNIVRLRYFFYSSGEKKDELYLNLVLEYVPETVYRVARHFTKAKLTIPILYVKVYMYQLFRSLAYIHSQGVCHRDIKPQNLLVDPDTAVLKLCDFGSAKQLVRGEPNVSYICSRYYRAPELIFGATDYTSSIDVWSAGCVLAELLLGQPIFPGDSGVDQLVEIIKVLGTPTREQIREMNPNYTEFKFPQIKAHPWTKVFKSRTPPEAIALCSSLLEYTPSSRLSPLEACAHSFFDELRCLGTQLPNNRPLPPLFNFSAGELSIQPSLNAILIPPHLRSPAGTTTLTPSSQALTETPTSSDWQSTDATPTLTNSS
GSK3B inh = blocks human GSK3beta kinase activity; activity score (negative = inhibition), % at 10 µM; AID 2097; GST-GSK3beta kinase, ADP-Glo luminescence, 60 min; active compounds read low; actives 0.038% (n = 300,000); P49841;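 active = more than half of replicate wells score below -50%, meaning over 50% inhibition versus plate controls; inconclusive = some replicates but at most half score below -50%; inactive = no replicate scores below -50%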;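 note: 0% = median DMSO wells and -100% = median GW8510 positive control wells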
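Assay system: GST-tagged human GSK3beta kinase, cell-free; Input: 1.6 ng GSK3beta; Medium: Tris/MgCl2 kinase buffer; Timing: 60 min enzyme reaction, room temperature; Signal: ADP-Glo luminescence quantifying ADP generated by kinase; Evaluation: score relative to plate controls; Benchmarks: DMSO neutral wells and GW8510 at 20 µM as positive.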
Dyrk1A ADPGlo = Dyrk1A (rat) kinase inhibition; AID 504441; actives 0.43% (n = 310,000); inhibition, % at 12.5 µM; Q63470; ADP-Glo luminescence, NFATc1 peptide; in the data active = inhibition above about 50%;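 note: plate controls were vehicle with enzyme for no effect and no enzyme for full effect; many of its hits are not listed in these tables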
HDAC3 inh = inhibitors of human histone deacetylase 3; O15379; recombinant HDAC3, fluorogenic peptide/trypsin coupled, fluorescence; inhibition, % at 8.3 µM; actives 0.15% (n = 320,000); in the data active = inhibition above about 26%, passing the limit was not always enough; inconclusive = no clear call, values can overlap the other calls
Target sequence (O15379 whole entry, looked up): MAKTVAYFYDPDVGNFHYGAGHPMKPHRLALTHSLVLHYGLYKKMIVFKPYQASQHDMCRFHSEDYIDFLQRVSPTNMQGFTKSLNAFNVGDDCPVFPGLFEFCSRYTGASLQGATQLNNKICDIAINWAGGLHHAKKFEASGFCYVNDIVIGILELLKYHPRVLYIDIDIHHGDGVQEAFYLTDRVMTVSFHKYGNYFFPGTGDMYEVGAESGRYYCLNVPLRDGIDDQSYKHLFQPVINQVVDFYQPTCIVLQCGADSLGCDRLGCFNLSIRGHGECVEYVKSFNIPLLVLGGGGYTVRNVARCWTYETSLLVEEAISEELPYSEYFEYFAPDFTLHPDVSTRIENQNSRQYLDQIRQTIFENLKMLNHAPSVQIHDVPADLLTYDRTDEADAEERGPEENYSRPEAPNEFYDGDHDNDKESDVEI
An asterisk follows results filed as active; i = inactive; u = inconclusive; x = not tested or not shown.

SMILES	HSF1 inh	AI-2 QS modul	Platelet DG rel	PolyA inhibitor	HSF-1 act	HSP90 refold inh	GSK3A inh	GSK3B inh	Dyrk1A ADPGlo	HDAC3 inh
CC1CCCCC1NC(=O)CSc1nnc(N)s1 (centres undefined)	3	3	0	i	3	6	1	-1	2	-2
C#CCOC(=O)CCC(=O)NCCc1ccccc1	7	-7	-3	i	24	7	11	0	-5	-1
CCC(C)NC(=O)Cn1cc(S(=O)(=O)N2CCCC2)c(S(=O)(=O)N2CCCC2)c1 (centres undefined)	1	6	11	i	0	2	-1	4	0	-9
Cc1ccc(/C=N\NC(=O)Cc2cccn2C)o1	-10	18	-8	i	-9	-4	7	-2	-7	9
CCOCCn1c(CN(C)Cc2ccccc2)nc2c1c(=O)n(C)c(=O)n2C	3	15	-2	i	8	-2	-1	0	-2	1
CC(C)(CNC(=O)c1ccc(-c2cccc(C(F)(F)F)c2)o1)N1CCOCC1	-2	-6	-19	i	3	x	2	-1	21	-1
Cn1cc(CN2CC3C[C@@H]4CC2C[C@H](C3)C4)c(-c2ccc3c(c2)OCCO3)n1	4	7	-1	i	0	-2	-1	-1	4	-1
Cc1ccc(S(=O)(=O)N2CCN(C(=O)c3cccc(F)c3)CC2)cc1	-54*	27	3	i	-63	1	-5	2	1	-3
Cc1cc(C)cc(N(CC(=O)NCCSc2ccccn2)S(=O)(=O)c2ccccc2)c1	5	9	2	i	-4	-2	x	-2	-1	-7
Nc1c(-c2ccc(Cl)cc2)cnn1-c1cccc(C(F)(F)F)c1	14	21	-1	i	30	-5	0	4	-3	4
CC(C)(C)NC(=O)C1CCN(S(=O)(=O)c2cccc(C(F)(F)F)c2)CC1	2	12	3	i	-3	11	0	10	x	1
COc1ccccc1OCC(=O)NCC1CCCN(C(=O)c2ccccc2C(C)=O)C1 (centres undefined)	-3	20	6	i	4	-2	-2	0	-4	0
Cc1cc(C(=O)NCC2CCCO2)n(-c2ccccc2)n1 (centres undefined)	0	-1	4	i	-4	0	1	-2	-1	3
Cc1ccc(SCC(=O)OCC(=O)N2CCN(C(=O)c3ccco3)CC2)c(C)c1	2	17	-1	i	12	x	5	0	5	1
Cn1c(SCC(=O)N2CCOCC2)nnc1-c1ccccc1	-4	12	0	i	-1	2	2	4	0	1
CN(C)S(=O)(=O)c1ccc(NC(=O)CN2CCC(Cc3ccccc3)CC2)cc1	-1	-91*	-5	i	10	2	10	0	4	2
C/C(=N/NC(=O)c1cccc(N2CCCC2=O)c1)c1ccc(Br)cc1	-13	18	5	i	-12	-3	0	1	-5	3
CCOC(=O)N1CCC(NC(=O)c2cc(COc3c(C)cccc3C)on2)CC1	0	19	2	i	-1	-6	-1	2	-6	u
COCc1[nH]nc2c1C(c1ccc(F)cc1F)C(C#N)=C(N)O2 (centres undefined)	-5	2	6	i	-11	x	x	4	5	3
COc1ccc(CN2C(=O)c3ccc(C(=O)O)cc3C2=O)cc1	-2	44	7	i	1	-3	-1	4	-3	0
O=C(NCC1CCCO1)c1c(O)c2ccccc2[nH]c1=O (centres undefined)	4	4	-5	i	7	0	-4	1	-5	-5
COc1ccc(-c2noc(CCC(=O)NC3CCN(Cc4ccccc4)CC3)n2)cc1	-1	-9	1	i	10	3	-14	2	-4	2
COCCn1c(SCC(=O)Nc2nnc(C)s2)nnc1-c1ccoc1C	-8	15	-21	i	-9	-1	-1	0	-4	6
COc1ccccc1-c1c(C(F)(F)F)oc2cc(OC(=O)c3ccc([N+](=O)[O-])cc3)ccc2c1=O	1	47	1	i	16	-2	5	0	1	-2
COc1cccc(CNc2ccc(C)c(Cl)c2)c1	-12	-12	-1	i	15	0	-4	-1	4	1
CC12CC3CC(C)(C1)CC(C(=O)NCc1ccncc1)(C3)C2	-2	10	3	i	2	-4	-3	3	-3	3
COc1ccc(CCNC(=O)CSc2nnnn2C)cc1OC	-2	12	-5	i	-5	5	-1	-2	-3	0
CC(=O)Oc1ccc(/C=C(\NC(=O)c2ccco2)C(=O)NCc2ccccc2)cc1	5	18	9	i	-3	0	-1	1	4	-5
Brc1ccccc1-c1nnc(COc2ncnc3c2cnn3-c2ccccc2)o1	5	26	5	i	4	3	-1	-3	1	-6
CC1(C)C(=O)OC(c2cccn2-c2ccc([N+](=O)[O-])cc2)C2(CCCCC2)C1=O (centres undefined)	-7	4	6	i	-13	0	-1	7	-1	-6
O=Cc1c(F)cccc1N1CCCC1	1	2	10	x	2	5	-5	-3	-1	-2
O=S(=O)(c1ccc(F)cc1)N1CCN(c2ncccn2)CC1	-6	-8	-2	i	-5	-3	-4	-2	-11	-7
CC1CCN(Cc2c(C#N)c3ccccc3n2C)CC1	15	15	-1	i	6	0	-4	4	-5	-5
CCCN1Cc2cccc(C(=O)N3CCN(c4ccc(OC)cc4)CC3)c2C1=O	-60*	28	-6	i	-69	0	2	-4	-4	2
CCSc1nc2c(c(=O)n1CC)SC(C)C2 (centres undefined)	-1	40	2	i	-6	0	-6	1	-6	-6
CCCOC1CCCN(C(=O)c2ccc(OC3CCN(Cc4ccccn4)CC3)cc2)C1 (centres undefined)	0	21	-3	i	6	1	1	3	-9	-3

Shown as a hit in HSF1 inh, of those listed so far:
SMILES	HSF1 inh	AI-2 QS modul	Platelet DG rel	PolyA inhibitor	HSF-1 act	HSP90 refold inh	GSK3A inh	GSK3B inh	Dyrk1A ADPGlo	HDAC3 inh
Cc1ccc(S(=O)(=O)N2CCN(C(=O)c3cccc(F)c3)CC2)cc1	-54*	27	3	i	-63	1	-5	2	1	-3
CCCN1Cc2cccc(C(=O)N3CCN(c4ccc(OC)cc4)CC3)c2C1=O	-60*	28	-6	i	-69	0	2	-4	-4	2

(listing goes on)
SMILES	HSF1 inh	AI-2 QS modul	Platelet DG rel	PolyA inhibitor	HSF-1 act	HSP90 refold inh	GSK3A inh	GSK3B inh	Dyrk1A ADPGlo	HDAC3 inh
c1ccc(NCc2nc3ccccc3n2CCOc2ccccc2)cc1	-3	17	9	i	-11	-3	0	-3	-1	8
CC1=C(C(=O)OCCOc2ccccc2)C(c2coc3ccccc3c2=O)C2=C(CCCC2=O)N1 (centres undefined)	x	-7	-4	i	x	4	-2	0	-4	-3
Cc1ccc(C(=O)C2CCNCC2)cc1	3	3	0	i	34	0	7	-2	4	2
COc1ccc(S(=O)(=O)Nc2c3ccccc3nc(=O)n2-c2ccccc2)cc1	10	4	-4	i	18	-2	0	-2	-5	-3
Cn1c(NCC2CCCO2)nc2c1c(=O)n(Cc1ccccc1)c(=O)n2C (centres undefined)	8	19	-3	i	12	-4	-5	-2	-10	1
CCN(CC)CCCn1c2c(c(SCC(=O)Nc3ccc4c(c3)OCCO4)nc1=O)CCC2	-1	11	-17	i	-11	x	-2	4	-2	-6
CCC(=O)Nc1cccc(Br)c1	-5	1	-5	i	0	2	0	2	6	-1
COc1cc(NC(=O)c2c(F)c(F)c(OC)c(F)c2F)ccc1NC(=O)c1cccs1	3	8	13	i	26	7	0	7	-2	5
C=CCn1c(COc2ccccc2)nnc1SCC(=O)N/N=C/c1ccc(C)cc1	14	32	13	i	24	3	-1	1	4	9
Cc1ccc(NC(=S)NNc2ccc([N+](=O)[O-])cc2S(=O)(=O)Nc2ccccc2C(=O)O)cc1C	2	12	-7	i	13	-3	-4	1	1	11
O=C(O)c1oc2ccccc2c1CSCc1ccccc1	4	16	-3	i	9	-2	-3	9	-4	8
COc1cccc(NC(=O)c2cnc(SC)nc2)c1	-3	30	13	i	10	1	-1	2	3	-1
O=C(Cn1cnc2ccccc2c1=O)NCc1ccco1	-6	21	0	i	-15	-1	1	1	-7	-1
CCCCC(NC(C)=O)c1nc2ccccc2n1CCC (centres undefined)	-3	8	2	i	1	-3	-2	3	0	3
Cc1ccc(C)c(Cn2nnc3c(=O)[nH]c(C4CCCN(C(=O)C5CCCCC5)C4)nc32)c1 (centres undefined)	3	26	1	i	32	1	-1	-2	-3	5
CC(C)CC(OC(=O)c1ccco1)C(=O)NC1CCCCC1 (centres undefined)	2	-2	-1	i	14	2	0	0	4	1
Cn1c(=O)[nH]c(=O)c2c1nc(N1CCc3ccccc3C1)n2CCSc1nc2ccccc2s1	-2	23	0	i	1	-4	-4	0	x	-1
CCOC(=O)C1=C(c2ccccc2)NC(=S)NC1c1ccc(C)c([N+](=O)[O-])c1 (centres undefined)	13	-2	-7	i	-7	7	0	-2	-4	8
CCC(C)NC(=O)Cn1c(=O)sc2ccccc21 (centres undefined)	-10	11	1	i	-18	4	3	1	4	0
Cc1ccc(C(=O)COC(=O)c2cnccn2)cc1[N+](=O)[O-]	x	17	x	x	x	-4	-3	0	-3	-6
COCCNC(=O)c1onc(CSc2ccccc2C)c1C(=O)O	7	14	2	i	-9	0	-3	2	-5	-9
O=S(=O)(Cc1cc(Oc2ccccc2)nc(-c2ccccc2)n1)c1ccccc1	-44	-4	-5	i	-54	1	1	0	6	6
COc1ccccc1OCC(=O)Nc1ccc2c(c1)n(C)c(=O)n2C	-8	45	-2	i	-15	-3	-3	-1	5	-6
CCc1ccc(NC(=O)Cn2ncc3c4ccccc4n(C)c3c2=O)cc1	3	24	2	i	-17	4	0	1	6	x
COC(=O)c1cc2c(C)c(C)c3ccccn3c-2c1C(=O)OC	-8	13	3	i	-18	1	-3	4	-3	3
COc1ccc(O)c(/C=N/NC(=S)NCCc2ccccc2)c1	3	21	8	i	13	-1	2	-3	42	-2
O=C(Nc1ccccc1N1CCOCC1)C1=COCCO1	-5	7	8	i	13	x	12	1	10	5
COc1ccc(C(=O)COc2ccc(C)cc2NC(C)=O)cc1	5	2	-1	i	38	-2	-2	2	-4	1
Cn1c2c(c(=O)n(C)c1=O)C(c1ccccc1Cl)C(C#N)=C(N)O2 (centres undefined)	-8	18	17	i	-4	4	-2	-1	4	-3
CC(Sc1nc(N2CCOCC2)c2c(c1C#N)CC(C)(C)OC2)C(=O)Nc1ccccc1 (centres undefined)	1	24	2	i	10	0	x	0	-1	x
O=C(NCCc1nc2ccccc2[nH]1)/C(=C/c1ccc2c(c1)OCO2)NC(=O)c1ccc(Cl)cc1Cl	22	-1	-3	i	23	4	1	0	6	11
CC(C)c1nc(NCC2CCCO2)c(C#N)c2c1COC(C)(C)C2 (centres undefined)	-4	15	-2	i	-16	1	-2	3	1	-19
CCCCn1c(N)c(N(CCOC)C(=O)c2cc(-c3ccc(OC)c(OC)c3)nc3ccccc23)c(=O)[nH]c1=O	-14	20	14	i	-16	x	-2	3	0	5
CC(C)(O)CCCC(C)(O)c1ccc(C(=O)O)cc1O (centres undefined)	1	17	-5	i	15	x	-2	-2	6	-2
Cc1cc(=O)n2cc(-c3ccccc3)nc2[nH]1	-4	12	-1	i	-10	2	13	-2	3	-23
Cc1c(NC(=O)Cc2noc3ccccc23)cccc1[N+](=O)[O-]	9	-19	0	i	46	1	0	2	2	-4

The list is partial (hit frequency here may not be typical).
